# DAX1 inh-1 – DAX1 (NR0B1) inhibitors, primary screen, cell-based, HEK293, Gal4-DAX1, luciferase luminescence. Nuclear receptor subfamily 0 group B member 1 (Homo sapiens), P51843. HEK293 Gal4-DAX1 luciferase reporter. inhibition, % at 6.75 µM. 0.99% of 340,000 active. AID 504766, 2011;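 active = inhibition above the mean over all tested compounds plus 3 SD, cut at about 4.2% in these data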;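 note: 0% = DAX1-transfected cells with DMSO and 100% = empty-vector control cells with DMSO; inhibition shows as a rise in luminescence from relieved DAX1 repression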
# DAX1 inh-2 – DAX1 (NR0B1) inhibitors on StAR promoter, primary screen, cell-based, luminescence, SF-1 (NR5A1), full-length DAX-1; HEK293T StAR-luciferase reporter, SF-1/DAX-1 repression relief; inhibition, % at 6.8 µM; 1.1% of 370,000 active; AID 652010, 2013;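 active = inhibition above the mean over all tested compounds plus 3 SD, cut at about 3.6% in these data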;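 note: 0% = DAX-1 cells with DMSO and 100% = cells lacking DAX-1 with DMSO; higher inhibition means more luminescence from relief of DAX-1 repression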
# FXN GAA850 act – FXN promoter activators, primary screen, cell-based, luciferase luminescence, HEK293 lucGAA850 | activation, % at 6 µM | AID 540364, 2011 | 0.56% of 360,000 active | HEK293 lucGAA850 FXN promoter luciferase reporter, 24 h; percent of 10 µM SAHA response;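 active = activation above the average of all compounds screened plus 3 SD, cutoff fixed separately per campaign, cut at about 7.5% in these data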;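 note: 0% = DMSO wells and 100% = 10 µM SAHA wells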
# SMARCA2 activ – SMARCA2 (BRM) function activators, primary screen, cell-based, luminescence, high throughput; activation, % at 9.1 µM; 1% of 370,000 active; MG213 cells, MMTV-luciferase reporter, dexamethasone, overnight; in the data active = activation above about 7.8%;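 note: 0% = vehicle wells and 100% = reference activator wells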
# hcDAF12 agonist – H. contortus DAF-12 nuclear receptor activators, primary screen, cell-based, luminescence, HEK293, lit1-tk-luc reporter; activation, % at 6.8 µM; HEK293 hcDAF-12 lit1-tk-luc reporter; 0% DMSO, 100% Δ7-dafachronic acid; 1.4% of 370,000 active;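 active = activation above the mean of all tested compounds plus 3 SD, cut at about 5.5% in these data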;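 note: 100% = response to 3 µM Δ7-dafachronic acid high control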
# PLC-beta3 inh – human PLC-beta3 inhibitors, primary screen, biochemical, fluorescence. 1-phosphatidylinositol 4,5-bisphosphate phosphodiesterase beta-3 (Homo sapiens), Q01970. 0.18% of 370,000 active. Purified PLC-beta3, fluorogenic substrate. inhibition, % at 12.2 µM. AID 720704, 2013; in the data active = inhibition above about 11%;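 note: 0% = median of compound wells on plate and 100% = full blocker control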
# NR1D1 modulator – modulators of Rev-erb alpha DNA binding, primary screen, biochemical, FITC-DNA, fluorescence polarization, uHTS. Nuclear receptor subfamily 1 group D member 1 (Homo sapiens), P20393. activity, % at 10 µM. Rev-erbα–FITC-DNA binding, 90 min. 0.79% of 370,000 active;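 active = activity above about 14%, limit read from the data; passing the limit was not always enough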;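 note: 0% = DMSO wells with 35 nM protein and 100% = DMSO wells with 750 nM protein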
# Target sequence (P20393 whole entry, looked up): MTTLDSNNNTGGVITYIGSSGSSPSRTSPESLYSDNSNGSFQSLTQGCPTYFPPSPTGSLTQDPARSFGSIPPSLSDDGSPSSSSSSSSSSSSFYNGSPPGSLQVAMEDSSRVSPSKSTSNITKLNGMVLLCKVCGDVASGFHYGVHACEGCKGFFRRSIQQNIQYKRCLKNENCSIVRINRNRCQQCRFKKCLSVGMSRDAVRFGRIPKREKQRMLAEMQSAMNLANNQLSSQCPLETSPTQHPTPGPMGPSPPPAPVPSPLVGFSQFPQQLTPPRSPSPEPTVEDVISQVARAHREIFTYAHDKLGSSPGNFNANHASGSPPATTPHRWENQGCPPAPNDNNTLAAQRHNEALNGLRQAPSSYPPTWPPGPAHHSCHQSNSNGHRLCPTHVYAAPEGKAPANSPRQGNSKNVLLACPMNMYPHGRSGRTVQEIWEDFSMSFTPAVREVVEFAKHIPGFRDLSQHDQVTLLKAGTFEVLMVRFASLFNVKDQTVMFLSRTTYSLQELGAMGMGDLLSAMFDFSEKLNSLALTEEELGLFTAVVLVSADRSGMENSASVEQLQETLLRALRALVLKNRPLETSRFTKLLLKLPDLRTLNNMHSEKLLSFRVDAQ
# hgDAF-12 ag – H. glycines DAF-12 receptor agonists, primary screen, cell-based, luminescence, HEK293, GAL4 fusion, UAS-luciferase; Nuclear hormone receptor DAF-12 (Heterodera glycines), GAL4 fusion; HEK293 GAL4-hgDAF12 UAS-luciferase reporter, agonist luminescence; normalized to butyrate control; activation, % at 6.8 µM; 1.8% of 370,000 active;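 active = activation above a cutoff set at the mean of all screened compounds plus 3 SD, cut at about 10% in these data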;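 note: 0% = DMSO wells and 100% = sodium butyrate wells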
# PG9 binder – binders of HIV-1 gp120 antibody PG9, primary screen, biochemical, TR-FRET; HIV-1 gp120 / PG9 antibody interaction; TR-FRET gp120-PG9 antibody binding; inhibition, % at 6.7 µM; 0.43% of 360,000 active; AID 624416, 2012; in the data active = inhibition above about 8.5%
# sPLA2-III inh – human group III sPLA2 inhibitors, primary screen, biochemical, QFRET, BODIPY PC-A2 liposome substrate. Group 3 secretory phospholipase A2 (Homo sapiens), Q9NZ20. QFRET BODIPY PC-A2 liposome hydrolysis, fluorescence. inhibition, % at 12.2 µM. 0.56% of 370,000 active;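 active = inhibition above mean plus 3 SD of compounds lying within the high and low control bounds, cut at about 19% in these data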;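 note: 0% = median of test compound wells and 100% = no enzyme DMSO wells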
# Target sequence (Q9NZ20 whole entry, looked up): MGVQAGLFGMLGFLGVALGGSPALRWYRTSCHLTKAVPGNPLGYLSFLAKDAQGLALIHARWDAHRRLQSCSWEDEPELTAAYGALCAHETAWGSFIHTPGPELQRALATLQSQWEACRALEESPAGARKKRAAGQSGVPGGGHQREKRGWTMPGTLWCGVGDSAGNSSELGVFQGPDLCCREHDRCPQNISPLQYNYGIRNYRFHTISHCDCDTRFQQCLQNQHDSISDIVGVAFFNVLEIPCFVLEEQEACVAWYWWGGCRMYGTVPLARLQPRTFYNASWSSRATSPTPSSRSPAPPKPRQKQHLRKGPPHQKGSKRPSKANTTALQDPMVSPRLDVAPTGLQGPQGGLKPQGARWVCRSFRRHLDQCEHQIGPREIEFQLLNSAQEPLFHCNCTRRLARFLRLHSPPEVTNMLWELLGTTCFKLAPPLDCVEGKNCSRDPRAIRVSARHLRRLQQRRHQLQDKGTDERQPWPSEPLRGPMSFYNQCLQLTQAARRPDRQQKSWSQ
# ssDAF12 agonist – S. stercoralis DAF-12 nuclear receptor activators, primary screen, cell-based, luminescence, HEK293, GRIP1 co-expression, lit1-tk-luc. Nuclear hormone receptor DAF-12 (Strongyloides stercoralis). HEK293 ssDAF-12/GRIP1 lit1-tk-luc reporter; % of 3 µM dafachronic acid response. activation, % at 6.8 µM. 1% of 370,000 active. AID 652126, 2013;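 active = activation above the mean over all tested compounds plus 3 SD, cut at about 0.9% in these data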;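 note: 0% = DMSO-only wells and 100% = 3 µM delta7-dafachronic acid wells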
# An asterisk follows results filed as active; / = not tested or not shown.
SMILES,DAX1 inh-1,DAX1 inh-2,FXN GAA850 act,SMARCA2 activ,hcDAF12 agonist,PLC-beta3 inh,NR1D1 modulator,hgDAF-12 ag,PG9 binder,sPLA2-III inh,ssDAF12 agonist
COCCCN1C(=O)[C@H](CC(=O)NCc2ccc(OC)c(OC)c2)[C@]2(C(=O)OC)CCCCC=C12,/,0.0,/,-3,4.2,3,-1,-0.4,/,-1,-0.6
O=C(O)CCCN1C(=O)/C(=C/c2cn(-c3ccccc3)nc2-c2cccs2)SC1=S,-0.1,0.7,3.6,-3,-1.1,-5,-2,-0.3,1.0,0,-1.1
CCN1CCN(c2cc(C)c3cc(NC(=O)c4ccncc4)ccc3n2)CC1,-1.5,-0.6,2.0,-4,0.8,-25,-6,-0.3,-2.2,3,-1.1
COc1ccc(C(C)=O)cc1COc1ccc([N+](=O)[O-])c(C)c1,-0.5,-1.6,-0.7,-3,-3.0,2,0,0.3,-1.5,-10,-1.1
COc1ccc(NS(=O)(=O)c2ccc(N3CCCC3)c(NC(=S)Nc3ccc(SC(F)F)cc3)c2)cc1,-1.9,-0.3,-1.6,-3,0.8,-1,-2,-0.6,-0.6,4,-0.8
CCc1ccc(S(=O)(=O)c2ccc(-n3nc(C)cc3N)cc2)cc1,-1.3,0.1,-0.5,-4,-1.4,4,-1,-2.6,1.2,0,-1.4
Cc1ccc2nc(N/C(=N/S(=O)(=O)c3ccc(F)cc3)c3ccccc3)sc2c1,2.2,1.7,3.5,4,0.3,-10,-3,8.2,-0.3,-25,0.1
CC1(C(=O)NCCCN2CCOCC2)Oc2cccnc2NC1=O (stereo not drawn),-0.9,0.7,-0.8,-5,2.6,1,-10,-1.9,-0.7,1,-1.1
CC1CCc2[nH]c3ccc(C(=O)N(C)CC(=O)Nc4cccc(F)c4)cc3c2C1 (stereo not drawn),0.7,-2.3,1.4,4,-1.7,-7,6,-2.4,-0.3,-64,-1.1
COc1cc(OC)c(OC)cc1CN1CCN(Cc2ccco2)CC1,1.0,-0.1,-0.3,-1,-2.2,-3,-1,-3.6,-1.2,-6,0.1
Cc1cccc(C(=O)NNC2=CC(=O)CC(C)(C)C2)c1O,-1.2,1.1,2.6,0,0.4,-295,5,3.1,-4.5,-13,-0.2
COc1ccccc1O,-0.2,-0.1,-1.3,0,-1.0,3,9,-1.8,-0.3,2,-0.6
COc1cccc(NC(=O)[C@H](CC(C)C)NC(=O)[C@@H]2Cc3ccccc3CN2)c1,1.1,1.3,-0.3,-1,-0.4,-2,-5,1.5,-0.3,1,-0.8
O=C(N/N=C/c1ccc(O)c(O)c1)NC12CC3CC(CC(C3)C1)C2,-1.2,-0.3,7.1,0,-3.0,-6,-1,-0.8,1.7,-20,-2.0
CC(=O)N/C(=C\c1ccccc1)C(=O)OCC(=O)N(C)C1CCCCC1,0.5,0.3,1.3,0,0.3,3,-3,0.3,-2.4,7,-0.6
CCC1(c2ccccc2)NC(=O)N(CC(=O)Nc2ccc(N3CCCC3)cc2C)C1=O (stereo not drawn),0.2,-2.9,-1.0,0,-1.5,-2,7,1.8,-9.8,9,-0.9
Fc1ccccc1/C=N/Nc1cc(N2CCCCC2)ncn1,10.0*,3.7*,8.8*,5,6.0*,-11,-4,10,-1.8,7,0.1
CCCCC1SC(N)=NC1=O (stereo not drawn),0.7,0.1,0.3,-2,-1.2,2,-6,1.6,0.9,14,-1.1
Cc1ccc(C)c(NCCCCC(=O)O)c1,/,-0.4,/,-2,-1.5,1,4,1.0,-2.4,11,-0.8
O=C(NC(=O)N1CCN(c2ccccc2F)CC1)c1ccccc1,0.5,0.6,1.1,3,-1.8,2,-3,-2.8,-1.4,0,-1.7

# Record cards, as listed above. Values in the order: DAX1 inh-1	DAX1 inh-2	FXN GAA850 act	SMARCA2 activ	hcDAF12 agonist	PLC-beta3 inh	NR1D1 modulator	hgDAF-12 ag	PG9 binder	sPLA2-III inh	ssDAF12 agonist
# Listed for COc1ccccc1O : -0.2	-0.1	-1.3	0	-1.0	3	9	-1.8	-0.3	2	-0.6
# Listed for Fc1ccccc1/C=N/Nc1cc(N2CCCCC2)ncn1 : 10.0*	3.7*	8.8*	5	6.0*	-11	-4	10	-1.8	7	0.1
# Listed for CC1(C(=O)NCCCN2CCOCC2)Oc2cccnc2NC1=O (stereo not drawn) : -0.9	0.7	-0.8	-5	2.6	1	-10	-1.9	-0.7	1	-1.1
# Listed for CC1CCc2[nH]c3ccc(C(=O)N(C)CC(=O)Nc4cccc(F)c4)cc3c2C1 (stereo not drawn) : 0.7	-2.3	1.4	4	-1.7	-7	6	-2.4	-0.3	-64	-1.1

# Next section.
SMILES,DAX1 inh-1,DAX1 inh-2,FXN GAA850 act,SMARCA2 activ,hcDAF12 agonist,PLC-beta3 inh,NR1D1 modulator,hgDAF-12 ag,PG9 binder,sPLA2-III inh,ssDAF12 agonist
COc1ccc(NC(=O)c2cccc3ccccc23)cc1OC,0.0,0.0,-2.3,-6,-1.9,2,3,-0.8,-2.3,14,-1.8
COc1ccc(C(=O)NC2CC2)cc1OC1CCN(C(C)CSC)CC1 (stereo not drawn),1.0,0.7,-1.8,1,-0.9,-19,-8,-2.7,-2.3,2,-0.7
Cc1ccc(C2=Nc3ccccc3N=C(C(Cl)Cl)C2)cc1,-0.8,3.8*,-3.5,0,17*,-47,4,19*,0.8,0,2.8*
Cc1[nH]c2ccccc2c1C=NNC(=O)c1cc(-c2cccnc2)nc2ccccc12,0.0,-2.4,0.9,-4,0.3,-17,6,-0.6,-1.3,-3,-0.2
CC(=O)c1cc(C#N)c(SCc2ccc([N+](=O)[O-])cc2)nc1C,0.1,0.7,0.7,-1,-0.9,-2,7,0.7,-1.0,2,-1.5
Cc1ccc(N(CC(=O)NC2CCCCC2)C(=O)CNC(=O)c2ccco2)cc1C,-1.3,-0.5,-0.7,4,-2.5,-2,-2,3.1,-0.3,-2,-0.7
CN(c1ccc(O)cc1)c1nc(-c2cccs2)cs1,1.1,7.7*,0.8,2,5.0,-11,4,19*,-0.7,0,0.5
COc1ccc(NS(=O)(=O)c2cc(NC(=O)CCc3ccc(OC)c(OC)c3)ccc2N2CCOCC2)cc1,-0.3,-1.1,2.6,-4,-3.1,-5,-5,-2.6,0.0,-5,-1.5
O=C(c1cc([N+](=O)[O-])ccc1N1CCCCC1)N1CCc2ccccc21,-1.0,-2.4,-6.1,-2,-1.8,0,0,3.3,1.6,0,-1.2
O=C(Nc1ccc(Cl)c(C(F)(F)F)c1)N1CCCC(O)C1 (stereo not drawn),0.7,-0.2,-2.1,1,2.5,5,1,1.8,0.8,-2,-1.5
COc1cc(OC)c(C2SCCN2S(=O)(=O)c2ccc(F)cc2)cc1OC (stereo not drawn),1.4,-0.6,-1.3,-3,-0.7,-4,0,0.1,0.9,3,-0.8
Cc1ccc(NC(=O)c2ccc3[nH]c(=O)c(=O)[nH]c3c2)nc1,2.1,0.1,2.5,-6,4.5,-29,-2,2.6,0.2,3,-0.4
Cc1nn(CC(=O)N2CC(=O)Nc3ccccc32)c(C)c1[N+](=O)[O-],3.6,0.0,2.3,-3,-0.3,5,0,-2.1,-0.3,7,-1.0
COc1ccc(CN(C)C[C@H]2OCCCC[C@H](C)Oc3ccc(NC(=O)CCC(F)(F)F)cc3C(=O)N([C@@H](C)CO)C[C@@H]2C)cc1,0.8,1.5,-3.7,3,2.4,-1,-2,-0.1,0.6,5,-0.6
CCOc1cccc(=O)c2c(C)oc(C)c12,-0.7,0.7,4.9,0,-2.2,-11,5,-0.8,1.3,-4,-0.8
O=C(CCN1C(=O)c2ccccc2C1=O)Nc1cccc(S(=O)(=O)N2CCCCC2)c1,-1.3,-0.3,3.0,0,-1.1,0,3,-2.1,0.6,-8,-1.1
Cn1c(Cn2cnc3ccccc32)nc2ccccc21,-0.7,-0.3,-3.0,-4,0.3,1,8,-1.1,-2.8,0,-0.8
CCCN(CC(=O)Nc1ccc(Cl)cc1Cl)C(=O)/C=C/c1ccco1,0.2,0.2,6.7,3,-1.2,-12,-7,0.9,-3.1,-1,-1.4
Cc1nc2ccc([N+](=O)[O-])cc2c(=O)n1Cc1ccccc1Br,-2.1,-0.2,-1.8,-1,-2.6,-5,7,-2.6,-4.0,6,-1.1
CCS(=O)(=O)N1Cc2ccccc2CC1C(=O)Nc1ccc(F)c(F)c1 (stereo not drawn),0.8,0.2,2.0,15*,2.5,-7,3,4.2,-0.9,-7,-0.8
O=C(NC1CCCC1)C(c1cccs1)N(CC1CCCO1)C(=O)Cc1cccs1 (stereo not drawn),-0.1,-0.4,-1.0,-1,0.0,-2,-3,1.9,-0.3,2,-1.0
COC(=O)c1cc2occc2n1CC(=O)Nc1cc(OC)cc(OC)c1,-0.6,0.0,0.8,-3,-0.7,-4,1,-0.7,0.7,-10,-1.6
COc1ccc(CNC(=O)COC(=O)c2ccc(Br)cc2)cc1,-1.0,0.0,0.7,2,1.4,-8,5,-1.4,1.7,4,-1.8
COc1cccc(NC(=O)N2C3CCCC2CC(NC(=O)C(C)(C)C)C3)c1 (stereo not drawn),0.5,-0.2,3.1,2,-1.1,-5,1,-0.1,-1.4,5,-1.6
Cc1ccc2nc(Cl)nc(-c3ccccc3)c2c1,0.6,-1.4,2.8,-2,-1.6,-157,2,2.0,0.0,2,-1.7
O=C(/C=C/c1ccc(Cl)c(Cl)c1)NCCCn1ccnc1,0.6,0.3,1.0,1,-2.0,-11,4,-0.1,-2.1,-9,-0.9
C[C@@H](NC(=O)CN1C(=O)c2ccccc2S1(=O)=O)c1ccccc1,1.3,0.1,1.9,-3,-2.6,-11,0,2.2,-0.7,4,-0.5
O=C(CSc1nc2ccc(NC(=O)C3CCCCC3)cc2s1)NCC1CCCO1 (stereo not drawn),-2.1,0.4,4.4,2,1.2,-3,-7,3.2,-3.0,-3,-1.0
Cc1ccc(N=Cc2c(O)c3ccccc3oc2=O)cc1F,-0.4,0.1,1.5,-3,0.5,-6,-13,1.5,-1.9,13,-1.2
S=C(NCCCc1ccccc1)NCc1ccccc1,1.3,0.1,2.5,-1,2.5,-10,3,-1.6,1.7,6,-1.0
COc1ccc(S(=O)(=O)N2CCCCC2)cc1NC(=O)CSc1ncnc2ccccc12,-0.6,-0.2,1.3,-2,2.1,-2,1,4.5,1.3,3,-0.8
Cc1ccsc1-c1cc(C(=O)O)c2c(ccc3ccccc32)n1,1.2,0.3,2.8,1,2.9,-270,-3,4.5,5.4,-11,0.3

# Bioassay records (PubChem)
